FUS yeast rescue = suppressors of FUS proteinopathy in yeast | Potency, µM (doses to about 76.6 µM), inactives show top-dose growth rescue (activation), hits mostly activators | S. cerevisiae FUS-expressing, growth rescue, OD600, 24 h | actives 0.24% (n = 390,000);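 also: potency is read from the fitted curve at half-maximal effect; plate controls were DMSO vehicle for no effect and reference control for full effect; nearly all actives have a fitted effect of over 55% in size; some results filed as inactive show a strong effect at the top dose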
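Read-out: OD at 600 nm after 24hr at 30C, reporting rescue of FUS-induced yeast toxicity. Cells at OD 0.005 in galactose (2%) minimal medium; compounds tested in a dilution series; CP55940 titration from 92uM final as control.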
GLP1R cytotox = cytotoxicity in counter-screen for GLP-1R inverse agonists; actives 0.13% (n = 410,000); Potency, µM (titrated, usually from 38.3 µM), for the others: top-dose activity change, negative = inhibition, usual class: inhibitors; HEK293 cAMP-luciferase reporter cells, luminescence, 24 h;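 also: loss of luciferase light is scored as toxicity; potency is read from the fitted curve at half-maximal effect; % is scaled to controls: 0 for no effect and ±100 for the full control effect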
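Cells in DMEM/10% Nu serum/1% pen-strep, 1536-well format. Pre-incubated 12 h, dosed with 23 nL compound, incubated a further 24 h. Luciferase detection, 12 min at room temp, luminescence.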
GLP1R inv ag = acts as inverse agonist at human GLP-1 receptor; P43220; HEK293 GLP-1R CRE-luciferase, luminescence, 24 h; GLP-1R form is constitutively active; Potency, µM (top dose mostly 38.3 µM), without a hit: top-dose activity change, negative = inhibition, hits mostly inhibitors; actives 1.6% (n = 410,000); also: potency is read from the fitted curve at half-maximal effect; % is scaled to controls: 0 for no effect and ±100 for the full control effect; nearly all actives have a fitted effect of over 55% in size
Target sequence (P43220 whole entry, looked up): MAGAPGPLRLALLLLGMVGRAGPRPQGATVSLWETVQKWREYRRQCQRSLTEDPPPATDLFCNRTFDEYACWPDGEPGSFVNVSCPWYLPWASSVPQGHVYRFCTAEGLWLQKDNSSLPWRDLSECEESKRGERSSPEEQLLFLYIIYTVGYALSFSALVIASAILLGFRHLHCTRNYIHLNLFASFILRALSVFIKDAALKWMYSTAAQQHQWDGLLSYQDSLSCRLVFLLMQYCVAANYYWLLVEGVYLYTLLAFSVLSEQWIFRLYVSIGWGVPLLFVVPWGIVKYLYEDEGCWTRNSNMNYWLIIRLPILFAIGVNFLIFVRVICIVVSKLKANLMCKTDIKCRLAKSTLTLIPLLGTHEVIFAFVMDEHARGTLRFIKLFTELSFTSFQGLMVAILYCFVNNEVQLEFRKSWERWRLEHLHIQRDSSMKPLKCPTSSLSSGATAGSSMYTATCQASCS
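Inverse agonism was detected as reduced cAMP-driven luciferase luminescence after 24 h compound treatment. The cells were HEK293 clones expressing constitutively active human GLP-1R with the reporter. Reporter-only and GPR119 cell lines served as counterscreen controls.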
aSyn yeast inh = alpha-synuclein toxicity inhibition in yeast. Yeast expressing alpha-synuclein, growth rescue, BacTiter-Glo, 24 h. Potency, µM (highest dose often 46.1 µM), inactives show at the top dose growth rescue (activation), hits mostly activators. actives 0.14% (n = 370,000). AID 652106; also: potency is read from the fitted curve at half-maximal effect; % of control where 0% means no effect; nearly all actives have a fitted effect of over 65% in size
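Rescue of yeast growth: cells expressing toxic alpha-synuclein, induced in galactose at OD600 0.02, incubated with compound 24 h at 30 C. ATP luminescence quantified growth; inhibitors of toxicity appear as activators.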
MmCpn inh = blocks the Methanococcus maripaludis chaperonin Mm-Cpn; actives 0.031% (n = 330,000); Potency, µM (titrated, usually from 76.9 µM), for inactives: at the top dose activity, negative = inhibition, hits mostly inhibitors; purified Mm-Cpn ATPase, ADP Transcreener TR-FRET; also: potency is read from the fitted curve at half-maximal effect; % is scaled to controls: 0 for no effect and ±100 for the full control effect; nearly all actives have a fitted effect of over 80% in size
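Eu-cryptate anti-ADP/ADP-d2 competition gives a ratio inversely related to ADP. Enzyme at 25 nM was pre-exposed to compound for 10 min, then given 10 uM ATP for 30 min, 37°C throughout.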
PTHR1 agonist = agonists of human PTHR1 parathyroid hormone receptor; Q03431; HEK293 GP2 PTHR1 cells, GloSensor cAMP luminescence, 1 h; Potency, µM (titrated, usually from 115 µM), for the others: top-dose activation, hits mostly activators; actives 0.075% (n = 410,000); AID 743266; also: potency is read from the fitted curve at half-maximal effect; nearly all actives have a fitted effect of over 55% in size; some results filed as inactive show a strong effect at the top dose; inactives centre near -15; many of its hits are not listed in these tables
Target sequence (Q03431 whole entry, looked up): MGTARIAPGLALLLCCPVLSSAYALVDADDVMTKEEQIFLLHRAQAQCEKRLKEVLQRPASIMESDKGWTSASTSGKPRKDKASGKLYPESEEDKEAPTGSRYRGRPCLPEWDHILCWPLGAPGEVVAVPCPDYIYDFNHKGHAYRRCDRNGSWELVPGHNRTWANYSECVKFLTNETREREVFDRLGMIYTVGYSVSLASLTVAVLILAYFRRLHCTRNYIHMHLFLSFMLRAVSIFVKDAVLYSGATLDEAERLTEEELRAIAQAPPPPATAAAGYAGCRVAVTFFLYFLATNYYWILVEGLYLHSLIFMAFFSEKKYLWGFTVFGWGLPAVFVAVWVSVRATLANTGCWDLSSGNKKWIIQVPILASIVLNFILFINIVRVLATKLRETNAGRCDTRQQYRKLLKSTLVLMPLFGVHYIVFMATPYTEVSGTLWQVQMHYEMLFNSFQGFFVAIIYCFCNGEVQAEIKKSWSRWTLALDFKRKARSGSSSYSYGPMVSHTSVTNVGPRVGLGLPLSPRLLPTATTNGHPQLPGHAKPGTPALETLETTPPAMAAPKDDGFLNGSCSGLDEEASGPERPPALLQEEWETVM
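HEK-293-derived GP2 cells expressing PTHR1 and a GloSensor cAMP reporter, 3,000/well, plated overnight, given luciferin plus IBMX (each 0.5 mM as added) for 1 h at 37 °C, then compound for 1 h at 37 °C. Luminescence was read after 15 min at room temperature.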
TDP43 rescue = rescues yeast growth from TDP-43 toxicity | AID 652104 | TDP-43 expressing yeast growth rescue, BacTiter-Glo, 24 h | actives 1.8% (n = 410,000) | Potency, µM (top dose mostly 46.1 µM), without a hit: at the top dose growth rescue (activation), actives largely listed as activators; also: potency is read from the fitted curve at half-maximal effect; % of control where 0% means no effect; nearly all actives have a fitted effect of over 50% in size
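In this qHTS, compounds that restore growth of yeast expressing TDP-43 appear as activators. Cells (OD600=0.02, galactose medium, raffinose-pregrown) are incubated with compound 24 hr at 30 deg C and growth is quantified by BacTiter-Glo.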
Abeta rescue = compounds reversing amyloid beta toxicity in yeast; yeast expressing A-beta42, growth rescue, OD600, 48 h; response scale: 0% DMSO, 100% iron-clioquinol control; AID 1347071; actives 0.063% (n = 410,000); Potency, µM (doses to about 46.1 µM), for inactives: at the highest dose growth rescue, most hits filed as activators; also: potency is read from the fitted curve at half-maximal effect; nearly all actives have a fitted effect of over 55% in size
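Growth rescue measured by 600 nm absorbance after 48 h yeast culture at 30 C with compound. Values normalized between DMSO and an equimolar ferric chloride plus clioquinol control.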
Akt phos inh = blocks phosphorylation of Akt; Neuro2A IGF-stimulated pAkt S473 HTRF, 20 min; hits give low values; activity change, % for hits at 50 µM; actives 0.32% (n = 360,000); AID 651550; in the data active = activity change below about -80%; inconclusive = mostly about -51% to -80%; also: % is scaled to controls: 0 for no effect and ±100 for the full control effect
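Single-point screen (50 µM final compound) in Neuro2A cells stimulated 20 min with 6 nM IGF at 37 deg C. After lysis, Ser473-phosphorylated Akt read by HTRF (ex 330 nm, em 615/665 nm) as the 665/615 ratio.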
Starred values were filed as active, the others as inactive; i = inactive; ? = inconclusive; . = no result given; [ ] = dose if it differs, or a comment. Unless noted, calls follow the shape of the dose curve; as a rule, active = well fitted curve in the direction sought with a large enough effect; inconclusive = small, poorly fitted or top-dose-only effect, or another doubt; inactive = no such curve, though single readings can be large; an effect the other way counts as inactive or inconclusive.

Below each compound – FUS yeast rescue	GLP1R cytotox	GLP1R inv ag	aSyn yeast inh	MmCpn inh	PTHR1 agonist	TDP43 rescue	Abeta rescue	Akt phos inh
(1) Cc1ccc(OCc2nc3ccccc3[nH]2)cc1
  0%	-3%	?	-5%	0%	-29%	-13%[0.397 µM]	2%	i
(2) COc1cc(OC)c(NC(=O)Nc2ccc3c(c2)N(C)C(=O)c2ccccc2S3)cc1Cl
  -7%	5%	4%	.	.	i	27%	-8%	.
(3) COCCCC1CCN(Cc2nc(-c3ccccc3)no2)CC1
  -4%	4%	-29%	1%	1%	-39%[inhibitor]	-10%	2%	i
(4) CC(=O)c1cc2c(cc1NC(=O)CCc1ccccc1)OCO2
  -1%	4%	-26%	7%	-2%	-18%	?	5%	i
(5) CC(=O)c1cccc(OCC(=O)c2cc(C)n(-c3cc(C)on3)c2C)c1
  32%	2%	-20%	-3%	-8%	-28%	15%	-10%	i
(6) Cc1cc(SCC(=O)c2ccc(Cl)cc2)nc(=O)[nH]1
  35%	0%	?	0%	?	-36%[inhibitor]	-3%	7%	i
(7) CCCCOc1ccc(C(=O)Nc2ccc(-c3nc4ccccc4s3)cc2C)cc1
  -1%	-11%	28%	.	.	-35%[inhibitor]	6%	-4%	.
(8) CCOC(=O)N1CCN(C(=O)CN2C(=O)NC(C)(c3ccc4ccccc4c3)C2=O)CC1 (stereo unspecified)
  20%	4%	-1%	-12%	-1%	-19%	12%	-10%	i
(9) CCN(CC)CCOC(=O)c1ccc(NC(=O)c2cccc(C)c2[N+](=O)[O-])cc1
  10%	3%	4%	0%	2%	i	3%	4%	i
(10) O=C(CN1C2=NCCN2c2ccccc21)c1ccc2c(c1)OCO2
  25%	-16%	?	-9%	?	i	-25%	-8%	i

Next entries
Below each compound – FUS yeast rescue	GLP1R cytotox	GLP1R inv ag	aSyn yeast inh	MmCpn inh	PTHR1 agonist	TDP43 rescue	Abeta rescue	Akt phos inh
(11) CC1CCC(=NO)C(=NO)C1 (stereo unspecified)
  -20%	?	?	6%	.	i	17%	-11%	i
(12) Cc1csc2sc(-c3ccnc(SCC(=O)NCc4ccccc4)n3)c(C)c12
  10%	?	?	1%	-17%	-13%	0%	-10%	i
(13) CC(=O)N1CCC2(CC1)C(C#N)=C(N)Oc1n[nH]c(C(F)(F)F)c12
  0%	1%	8%	-4%	1%	i	-20%	-8%	i
(14) Cc1ccc([C@@H]2C[C@H]3[C@@H](CN2S(=O)(=O)c2ccc(Cl)cc2)C(=O)C[C@@H](c2ccc(Cl)cc2)N3S(=O)(=O)c2ccccc2C)cc1
  -7%	3%	-29%	3%	.	-28%	3%	-3%	i
(15) O=C(O)c1ccc(Nc2cccc(F)c2)c([N+](=O)[O-])c1
  28%	-24%	12%	2%	0%	-13%	?	-12%	i
(16) Cc1ccc2nc(CN3CCN(S(=O)(=O)c4ccc(F)cc4)CC3)oc2c1
  22%	2%	-1%	.	.	-23%	16µM*	5%	.
(17) COc1ccc(NC(=O)CCCNC(=O)Cn2cnc3sc(C)c(C)c3c2=O)cc1Cl
  ?	-11%	5%	-1%	1%	-42%[inhibitor]	0%	-10%	i
(18) CCCN1CCN(C(=O)c2oc3c(Cl)cccc3c2C)CC1
  13%	8%	-25%	-7%	1%	3%	-19%	-9%	i
(19) Cc1nn2c(=O)c(NC(=O)c3ccc(F)cc3)cnc2s1
  .	-6%	-13%	3%	-4%	i	4%	1%	i
(20) COc1cc2cc(C(=O)N(C)Cc3ccccc3)[nH]c2cc1OC
  13%	-9%	9%	-1%	-3%	-36%	13%	-14%	i

Some of the entries so far, as tab-separated lines.
cpd	smiles	FUS yeast rescue	GLP1R cytotox	GLP1R inv ag	aSyn yeast inh	MmCpn inh	PTHR1 agonist	TDP43 rescue	Abeta rescue	Akt phos inh
3	COCCCC1CCN(Cc2nc(-c3ccccc3)no2)CC1	-4%	4%	-29%	1%	1%	-39%[inhibitor]	-10%	2%	i
4	CC(=O)c1cc2c(cc1NC(=O)CCc1ccccc1)OCO2	-1%	4%	-26%	7%	-2%	-18%	?	5%	i
5	CC(=O)c1cccc(OCC(=O)c2cc(C)n(-c3cc(C)on3)c2C)c1	32%	2%	-20%	-3%	-8%	-28%	15%	-10%	i
6	Cc1cc(SCC(=O)c2ccc(Cl)cc2)nc(=O)[nH]1	35%	0%	?	0%	?	-36%[inhibitor]	-3%	7%	i
7	CCCCOc1ccc(C(=O)Nc2ccc(-c3nc4ccccc4s3)cc2C)cc1	-1%	-11%	28%	.	.	-35%[inhibitor]	6%	-4%	.
8	CCOC(=O)N1CCN(C(=O)CN2C(=O)NC(C)(c3ccc4ccccc4c3)C2=O)CC1 (stereo unspecified)	20%	4%	-1%	-12%	-1%	-19%	12%	-10%	i
9	CCN(CC)CCOC(=O)c1ccc(NC(=O)c2cccc(C)c2[N+](=O)[O-])cc1	10%	3%	4%	0%	2%	i	3%	4%	i
10	O=C(CN1C2=NCCN2c2ccccc21)c1ccc2c(c1)OCO2	25%	-16%	?	-9%	?	i	-25%	-8%	i

(cont.)
Below each compound – FUS yeast rescue	GLP1R cytotox	GLP1R inv ag	aSyn yeast inh	MmCpn inh	PTHR1 agonist	TDP43 rescue	Abeta rescue	Akt phos inh
(21) CCOc1ccc2nc(N(CCN(C)C)C(=O)c3cc4ccccc4cc3OC)sc2c1
  ?	-24%	?	0%	-2%	-22%	-9%	.	i
(22) Cc1ccc(S(=O)(=O)N2CCCCC2)c(C)c1NS(C)(=O)=O
  13%	2%	6%	-6%	1%	i	-15%	9%	i
(23) C=CCn1c(SCC(=O)N2CCOCC2)nc2sc(C)c(C)c2c1=O
  -25%	-6%	61%[activator]	4%	-1%	i	-6%	-12%	i
(24) CCc1ccc(OCC(O)CN2CCN(c3ccccn3)CC2)cc1 (stereo unspecified)
  -4%	-2%	?	4%	-4%	-57%[inhibitor]	8%	3%	i
(25) COc1ccc(C(=O)/C=C2\C(=O)Nc3ccc(Br)cc32)cc1
  .	?	?	-53%[inhibitor]	.	-26%	?	-54%[inhibitor]	i
(26) COc1ccc(S(=O)(=O)c2cnc(SCC(=O)Nc3cc(F)ccc3C)[nH]c2=O)cc1Cl
  9%	-5%	10%	.	.	-22%	16%	-7%	.
(27) CCCc1nc(SCC(=O)Nc2ccccc2OC)c2c(=O)n(C)c(=O)n(C)c2n1
  -28%	1%	20%	-1%	0%	-22%	3%	2%	i
(28) OC[C@@H]1CN(Cc2cccs2)C[C@H](n2cnc3c(NCc4ccco4)ncnc32)O1
  1%	3%	3%	0%	.	-21%	21%	-14%	i
(29) Cc1c(C(=O)Nc2ccc(S(=O)(=O)Nc3ncccn3)cc2)oc2ccc(Cl)cc12
  .	8%	10%	-2%	1%	i	1%	3%	i
(30) CCCNC(=O)c1cnc2sc(N3CCCCC3)nn2c1=O
  -15%	-2%	3%	.	.	i	12%	-21%	.

Additional compounds follow:
Below each compound – FUS yeast rescue	GLP1R cytotox	GLP1R inv ag	aSyn yeast inh	MmCpn inh	PTHR1 agonist	TDP43 rescue	Abeta rescue	Akt phos inh
(31) CN(Cc1cccnc1)Cc1cn(C)nc1-c1ccc(Oc2ccccc2)cc1
  11%	-12%	?	3%	-4%	i	.	16%	i
(32) Cc1cccc(-c2noc(C(C)NC(=O)c3ccco3)n2)c1 (stereo unspecified)
  -8%	-2%	-16%	5%	1%	-8%	22%	-3%	i
(33) Cc1ccc(S(=O)(=O)N2CCc3cc(C(=O)Nc4ccc(C(F)(F)F)cc4)ccc32)cc1
  0%	1%	12%	.	.	-19%	16%	-8%	.
(34) O=c1oc(CCO)cc2ccc(Br)cc12
  -8%	-8%	1%	20%	0%	i	27%	3%	i
(35) COC(=O)Cc1ccc(NC(=S)NCc2ccc(Cl)cc2)cc1
  -1%	1%	?	-5%	2%	i	?	13%	i
(36) COc1ccc(S(=O)(=O)NCC2(N3CCOCC3)CCCCC2)cc1OC
  22%	-7%	-8%	-3%	0%	i	-17%	-4%	i
(37) Cc1c(CC(Cl)(Cl)Cl)c2c(n1O)CC(C)(C)CC2=O
  10%	-12%	-11%	1%	1%	-31%[inhibitor]	8%	9%	i
(38) O=C(COc1ccc(Cl)cc1)NCCSCc1cccc(Cl)c1
  23%	2%	?	18%	3%	i	16µM*	7%	i
(39) CC(C)c1ccc(NC2CCCN(C(=O)C3=NN(C)C(=O)CC3)C2)cc1 (stereo unspecified)
  6%	-20%	?	2%	0%	i	19%	-9%	i
(40) Cc1cc(NCc2ccccc2Cl)n2nnnc2n1
  40%	2%	7%	-1%	-1%	-5%	-3%	15%	i

(cont.)
Below each compound – FUS yeast rescue	GLP1R cytotox	GLP1R inv ag	aSyn yeast inh	MmCpn inh	PTHR1 agonist	TDP43 rescue	Abeta rescue	Akt phos inh
(41) CN(CC(=O)Nc1c(Cl)cccc1Cl)C(=O)CCNS(=O)(=O)c1ccccc1C(F)(F)F
  .	4%	-6%	2%	-1%	i	23%	9%	i
(42) COc1ccc(N(CC(=O)O)S(=O)(=O)c2cccnc2)cc1
  -12%	22%	9%	7%	0%	i	20%	-3%	i
(43) Cc1ccccc1-c1noc(CNC(=O)COc2ccccc2)n1
  12%	-6%	-31%	6%	-5%	i	?	16%	i
(44) O=C1c2cccc3cccc(c23)N1Cc1cccc(F)c1
  24%	143%[activator]	?	1%	-2%	i	?	21%	i

Only part of the results is shown; the hit share may differ from the screen's.
